SIAE inh = blocks human sialic acid acetylesterase; SIAE FP-Rh probe binding, fluorescence polarization; actives 0.69% (n = 370,000); inhibition, % at 9.66 µM; Q9HAT2;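 active means inhibition above a cutoff: mean of compounds within the control limits plus 3 SD of those, cut at about 17% in these data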;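 further: 0% = plate median of compound wells and 100% = probe without SIAE protein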
Target sequence (Q9HAT2 whole entry, looked up): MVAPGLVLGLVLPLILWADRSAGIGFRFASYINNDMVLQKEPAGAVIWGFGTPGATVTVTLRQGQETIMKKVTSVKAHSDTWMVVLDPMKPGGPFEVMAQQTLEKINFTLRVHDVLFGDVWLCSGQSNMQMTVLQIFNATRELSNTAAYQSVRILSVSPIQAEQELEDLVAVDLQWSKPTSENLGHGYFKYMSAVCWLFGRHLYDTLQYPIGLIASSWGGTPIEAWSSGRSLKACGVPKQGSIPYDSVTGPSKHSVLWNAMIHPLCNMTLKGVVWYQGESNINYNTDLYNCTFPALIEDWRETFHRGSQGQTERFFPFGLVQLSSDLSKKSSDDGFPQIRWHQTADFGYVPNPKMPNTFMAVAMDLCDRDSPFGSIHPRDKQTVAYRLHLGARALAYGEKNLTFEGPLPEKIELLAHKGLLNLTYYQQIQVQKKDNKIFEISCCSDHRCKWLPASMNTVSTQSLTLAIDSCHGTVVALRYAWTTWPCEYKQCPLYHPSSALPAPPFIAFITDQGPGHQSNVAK
NPR2 activator = GC-B (human) receptor activation; AID 1920062; P20594; activation, % at 10 µM; HEK293-GC-B cells, CNP EC30, cGMP TR-FRET; 0% at EC30 CNP, 100% saturating CNP; actives 0.11% (n = 370,000);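 active means activation at 10 µM reaching about 35% in either raw or pattern-adjusted values, limit read from the data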
rCAG binder = binds r(CAG) RNA repeats; r(CAG) RNA repeat, TO-PRO-1 dye displacement fluorescence; inhibition, % at 3 µM; actives 1.3% (n = 370,000); AID 651821;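 active means inhibition above the plate cutoff, the mean of all test compounds on that plate plus 3 SD, cut at about 35% in these data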;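 further: 0% = DMSO alone and 100% = 100 µM mitoxantrone as full dye displacement; higher means more dye released from RNA so lower well fluorescence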
LEDGF integ inh = blocks HIV-1 LEDGF/p75-dependent DNA integration. inhibition, % at 3.7 µM. actives 0.64% (n = 370,000). TR-FRET IN-LEDGF/p75 DNA integration, Eu/Cy5;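 active means inhibition above the screen-wide mean plus 3 SD, cut at about 13% in these data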;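 further: signal is the Cy5 over europium emission ratio at 671 and 618 nm; 0% = plate median of compound wells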
TDP2 absorb = blocks human TDP2 phosphodiesterase activity; O95551; recombinant TDP2, T5PNP hydrolysis, p-nitrophenol absorbance 415 nm; inhibition, % at 12.8 µM; actives 0.34% (n = 370,000);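 active means inhibition above the mean of all tested compounds plus 3 SD, set per campaign, cut at about 25% in these data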;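 further: 0% = DMSO with enzyme and 100% = buffer with substrate but no TDP2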
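System – recombinant human TDP2 · Quantity – TDP2 enzyme at 120 nM final · Doses – single concentration, 12.8 µM nominal, with 1% DMSO · Incubation – 2 h at 37 °C · Measured by – epi absorbance of p-nitrophenol freed from T5PNP by hydrolysis · Read-out – % inhibition relative to enzyme-containing and enzyme-free wells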
MBD2 inh = MBD2-methylated oligo binding inhibition. Q9UBB5. TR-FRET, MBD2 binding to methylated oligonucleotide. inhibition, % at 4.4 µM. actives 0.31% (n = 370,000). AID 686964; in the data active means inhibition above about 13%
PRMT1 inh = PRMT1 (human) inhibition, primary screen; actives 1.3% (n = 370,000); recombinant PRMT1, activity-based probe fluorescence polarization; inhibition, % at 2.79 µM; AID 652257; Q99873;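 active means inhibition above about 21% made by adding two undisclosed values, limit read from the data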
Target sequence (Q99873 whole entry, looked up): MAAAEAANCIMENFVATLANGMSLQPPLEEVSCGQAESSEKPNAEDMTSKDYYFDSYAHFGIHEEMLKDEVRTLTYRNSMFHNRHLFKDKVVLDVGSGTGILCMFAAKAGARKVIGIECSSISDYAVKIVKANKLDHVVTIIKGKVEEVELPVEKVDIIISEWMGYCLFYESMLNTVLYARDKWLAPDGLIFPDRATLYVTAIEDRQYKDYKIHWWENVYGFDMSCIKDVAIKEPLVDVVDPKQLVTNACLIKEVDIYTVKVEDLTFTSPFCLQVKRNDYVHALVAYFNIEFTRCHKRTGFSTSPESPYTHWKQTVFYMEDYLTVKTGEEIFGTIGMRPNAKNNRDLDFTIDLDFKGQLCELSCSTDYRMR
ABHD4 inh = ABHD4 (mouse) inhibition, primary FP screen; purified mABHD4, FP-Rh probe fluorescence polarization; actives 0.54% (n = 370,000); AID 720543; inhibition, % at 8.92 µM;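 active means inhibition exceeding the mean over every tested compound plus 3 SD, cut at about 30% in these data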;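 further: 0% = plate median of compound wells and 100% = S159A mutant with DMSO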
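Test system: mouse ABHD4 enzyme, wild type. Reagent: FP-Rh fluorescent activity-based probe, added after compound pre-incubation. Timing: pre-incubation 45 min, probe exposure 60 min, at 25 °C. Technique: FP readout, ex 525 nm / em 598 nm. Benchmarks: high control S159A mutant with DMSO, low control median of compound wells.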
TCR-CD3 inh = blocks the human TCR-CD3 interaction. TAMRA-labeled TCR probe fluorescence, biochemical. inhibition, % at 9.4 µM. actives 0.37% (n = 360,000). AID 651800; in the data active means inhibition above about 19%;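 further: recombinant mutant TCR 2C K166C tagged with TAMRA read by polarization; 0% = receptor in buffer alone and 100% = receptor with positive control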
HTRA1 inhibitor = HTRA1 (human) protease inhibition | AID 504803 | Q92743 | actives 0.5% (n = 340,000) | recombinant HTRA1, FP-rhodamine activity-based probe, fluorescence polarization | inhibition, % at 5.96 µM; in the data active means inhibition above about 36%;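 further: 0% = enzyme with DMSO and 100% = wells lacking enzyme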
The depositor's hits bear a star; . = no result given. A portion of the library; the hit share may differ from the screen's.

SMILES	SIAE inh	NPR2 activator	rCAG binder	LEDGF integ inh	TDP2 absorb	MBD2 inh	PRMT1 inh	ABHD4 inh	TCR-CD3 inh	HTRA1 inhibitor
CCOC1=NS(=O)(=O)c2ccccc21	4	3	2	-1	3	0	1	3	2	3
C#CCNC(=O)C[C@@H]1C[C@@]2(C(=O)OCC)CCCC=C2N(Cc2ccc3c(c2)OCO3)C1=O	2	2	1	1	-12	-3	-5	-1	-1	.
O=S1(=O)CCOCC(CO)N1Cc1cccc(Br)c1 (stereo unspecified)	0	7	2	-1	-6	1	8	-3	.	.
O=C(O)C1CCCN1S(=O)(=O)c1cccc(S(=O)(=O)N2CCCC2C(=O)O)c1 (stereo unspecified)	5	1	5	1	3	-4	3	0	-3	3
COC(=O)C1CN(Cc2cn(CCC3OCCO3)nn2)CCS(=O)(=O)N1Cc1ccc(Cl)cc1 (stereo unspecified)	-2	1	3	-1	1	11	7	5	.	.
COc1cccc(OC)c1C(=O)Nc1ccc([N+](=O)[O-])cn1	1	6	2	-1	-4	1	2	-1	-2	1
Cc1nc(SCC(=O)c2cc(C)n(C3CC3)c2C)c2ccccc2n1	4	3	5	4	2	-4	6	0	3	-5
NS(=O)(=O)c1ccc(NC(=O)COC(=O)c2cnc(Cl)c(Cl)c2)cc1	7	2	4	0	2	-2	1	-3	-3	-1
Cc1cc(=O)[nH]c(SCc2cccc(F)c2)n1	-1	2	-1	-1	3	4	-2	0	10	-1
Cc1ccccc1OC(C)C(=O)N1CCC(Cc2ccccc2)CC1 (stereo unspecified)	1	-4	-10	-3	6	3	3	3	-8	-23
O=C(CSc1ncn[nH]1)N1CCOCC1	6	-3	0	0	-13	-4	-2	1	2	1
O=C(CN(CCc1ccccc1)C(=O)CNS(=O)(=O)c1ccccc1)NCc1ccco1	-1	3	-2	-1	-5	1	-2	2	6	-4
Cc1ccc(CSc2nc3sc(C)c(C)c3c(=O)n2Cc2ccco2)cc1	1	1	2	1	2	2	8	4	-2	1
CC(=O)C1C(=O)CC(C)(O)C(C(C)=O)C1c1ccc(N(C)C)cc1 (stereo unspecified)	0	1	-6	-3	-4	0	5	6	-1	5
Cc1ccc(NC(=O)CSc2nnc(C3CC3)n2N)cc1S(=O)(=O)N1CCOCC1	-4	0	6	1	-6	1	-3	-3	-1	5
CCN(CC)CCNC(=O)c1sc2nc(-c3ccccc3)cn2c1C	5	0	4	-1	3	-6	-1	8	3	-6
CCc1cccc(C)c1NC(=O)CSc1nc2ccncc2[nH]1	-8	3	2	-4	-6	5	5	-1	4	1
CN(C)CCNC(=O)C1(O)c2cc(Br)ccc2NC(=O)N1c1ccc(Cl)cc1 (stereo unspecified)	2	0	7	-4	-12	1	4	3	1	-2
Cc1c(OCC(=O)NCCN2CCOCC2)ccc2c1oc(=O)c1ccccc12	-7	1	-1	1	-10	2	1	4	1	-1
Clc1ccc2[nH]c3c(c2c1)CNCC3	-4	-3	19	4	3	-7	-5	7	-3	-3
COc1ccc(C(=O)ON=C2CCN(C)CC2)cc1	1	-1	-2	-2	4	2	-1	2	7	3
CCOc1ccc(-c2ccc(SCC(=O)Nc3nnc(C)s3)nn2)cc1	0	-1	0	-6	0	2	1	3	-6	3
CCOC(=O)c1[nH]c2ccc(F)cc2c1NC(=O)C(C)N1CCc2cc(OC)c(OC)cc2C1 (stereo unspecified)	3	-4	-2	0	-2	-3	-1	8	-1	-15
C/C=C/Cn1c(N(C)Cc2ccccc2)nc2c1c(=O)[nH]c(=O)n2C	0	6	-2	-4	-6	3	5	2	-6	-1
CN1CCN(C(=O)CN(c2cccc(Cl)c2)S(=O)(=O)c2ccccc2)CC1	-6	-7	-2	1	1	3	2	-1	1	-4
CC(=O)Nc1ccc(S(=O)(=O)N(CCc2ccccc2)CC(=O)N/N=C/c2ccc(C(=O)O)cc2)cc1	-6	0	40*	-3	10	2	0	-13	-3	-11
Cc1ccc(N)c(C(=O)CCCCC(=O)O)c1	0	3	0	-2	4	0	4	8	-5	-6
NS(=O)(=O)c1ccc(NC(=O)CN2CCCC2)cc1	1	2	-1	-4	-3	1	0	2	4	-5
O=C(CCNS(=O)(=O)c1cccs1)N1CCN(c2cccc(Cl)c2)CC1	-9	1	1	6	-12	1	-5	-5	-3	1
Cc1cccc(Nc2sc(C(=O)c3cc4cc(Cl)ccc4o3)c(N)c2C#N)c1	-4	1	8	4	12	-6	-5	8	1	-3
O=C(OCc1ccccc1)c1cn(-c2ccccc2)nc1-c1ccncc1	-3	0	-1	1	8	-6	0	-6	1	-19
COc1ccc([N+](=O)[O-])cc1/C=N/NC(=O)c1nonc1N	-2	0	3	0	20	-5	0	-3	2	0
CCN(c1ccccc1)S(=O)(=O)c1ccc(Cl)c(C(=O)O)c1	3	4	3	2	1	1	-1	4	5	8
O=C1C(=O)N(c2ccccn2)C(c2ccc(F)cc2)/C1=C(/O)c1ccc(Br)cc1 (stereo unspecified)	0	-3	2	0	2	4	3	2	2	-1
CC(C)(C)S(=O)(=O)N1C[C@@H]2CC(=O)C(CCO)=C2[C@H]1CCO	4	4	0	3	2	-3	5	5	5	.
O=C1CS(=O)(=O)c2ccccc2N1	-1	4	-2	-4	1	4	-1	5	-5	4
COc1cc(NC(=O)c2ccc3c(c2)S(=O)(=O)N=C2CCCCCN23)cc(OC)c1	-7	-5	8	-3	20	-2	-4	2	10	-19
CC1(C(=O)Nc2cccc(OC(F)(F)F)c2)Cc2c(-c3ccc4c(c3)OCO4)ccnc2O1 (stereo unspecified)	-14	-4	4	2	-5	2	0	-7	-10	.
Nc1ccn(C[C@@H](CO)OCP(=O)(O)O)c(=O)n1	6	-8	3	4	-3	5	1	1	.	.
O=C(/C=C/CCc1ccc2c(c1)OCO2)N1CCCCC1	-5	-2	-5	1	0	2	-5	3	9	-6
COc1cc(/C=C2\C(=O)NN(c3ccccc3)C2=O)cc([N+](=O)[O-])c1O	10	-1	20	4	-14	-9	14	27	8	10
O=C(CCCOc1ccccc1)Nc1cccnc1	7	2	3	2	7	-3	1	1	-2	-1
CCOC(=O)C1=C(C)N(CCCC(=O)O)C(=O)NC1c1ccc([N+](=O)[O-])cc1 (stereo unspecified)	0	12	2	-2	-6	-7	-1	6	5	1
COc1ccc(-c2nn(-c3ccccc3)cc2/C=N/N=C(N)N)cc1OC	1	-6	33	-1	-5	-6	-1	11	-2	-16
CCOc1ccc2[nH]c(C(=O)N/N=C/c3ccccc3OC)cc2c1	-11	-7	2	4	-4	13	-7	-9	2	-22
O=C(Nc1c2c(nc3ccccc13)CCCC2)c1ccccc1F	4	0	-3	0	2	2	0	1	-1	-7
COc1cc(CNC(=O)c2cc(-c3cc(OC)ccc3Cl)n[nH]2)cc(OC)c1	-10	3	4	-1	-6	6	0	-12	-2	.
CCc1cc(C(=O)O)c(NC(=O)C(c2ccccc2)c2ccccc2)s1	1	-7	41*	-2	-12	2	-2	6	9	-23
NC(=O)C12NC(Cc3ccccc31)c1ccccc12 (stereo unspecified)	-5	6	-1	-2	3	3	2	0	-8	.
CC(=O)c1c(C)[nH]c(C(=O)NCc2cccs2)c1C	0	-6	4	-2	-20	4	1	-2	-2	5
(further entries)
SMILES	SIAE inh	NPR2 activator	rCAG binder	LEDGF integ inh	TDP2 absorb	MBD2 inh	PRMT1 inh	ABHD4 inh	TCR-CD3 inh	HTRA1 inhibitor
COc1ccc(CC(=O)Nc2c(C(=O)N3CCN(c4ccccc4OC)CC3)oc3ccccc23)cc1OC	-5	5	-3	-3	-4	-1	2	-5	-8	-10
CCOc1ccc(OCC)c(NC(=O)CCS(=O)(=O)c2ccc(Br)s2)c1	0	-8	-4	-1	-6	-2	-1	-7	3	-1
O=C(NCc1ccccc1)C(c1ccc(F)cc1)N(C(=O)c1csnn1)C1CCCC1 (stereo unspecified)	-3	-1	0	-4	-10	-3	1	1	4	0
COc1ccc(Nc2ncnc3c2c(C)c(C)n3CCO)cc1	7	-3	-7	-1	9	1	-1	0	2	-8

Structures listed so far that contain an aryl thioether with sulfur outside any ring (seven):
SMILES	SIAE inh	NPR2 activator	rCAG binder	LEDGF integ inh	TDP2 absorb	MBD2 inh	PRMT1 inh	ABHD4 inh	TCR-CD3 inh	HTRA1 inhibitor
Cc1nc(SCC(=O)c2cc(C)n(C3CC3)c2C)c2ccccc2n1	4	3	5	4	2	-4	6	0	3	-5
Cc1cc(=O)[nH]c(SCc2cccc(F)c2)n1	-1	2	-1	-1	3	4	-2	0	10	-1
O=C(CSc1ncn[nH]1)N1CCOCC1	6	-3	0	0	-13	-4	-2	1	2	1
Cc1ccc(CSc2nc3sc(C)c(C)c3c(=O)n2Cc2ccco2)cc1	1	1	2	1	2	2	8	4	-2	1
Cc1ccc(NC(=O)CSc2nnc(C3CC3)n2N)cc1S(=O)(=O)N1CCOCC1	-4	0	6	1	-6	1	-3	-3	-1	5
CCc1cccc(C)c1NC(=O)CSc1nc2ccncc2[nH]1	-8	3	2	-4	-6	5	5	-1	4	1
CCOc1ccc(-c2ccc(SCC(=O)Nc3nnc(C)s3)nn2)cc1	0	-1	0	-6	0	2	1	3	-6	3

Screening data as filed in PubChem.
